Hep lipid drop: inhibitors of hepatocyte lipid droplet formation, primary screen, imaging, high-throughput imaging, BODIPY stain | AID 1656, 2009 | inhibition, % at 6.5 µM | AML12 mouse hepatocytes, oleate lipid droplets | 240,000 tested, 0.4% active;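 active means lipid droplet intensity inhibited by at least 50%, with more than 500 cells counted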
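System: AML12 hepatocytes (mouse). Probe or stimulus: oleic acid at 100 µM to induce lipid droplet formation. Times: overnight treatment with compound plus oleate. Detection: Image-based BODIPY and DAPI two-channel analysis. Evaluation: percent inhibition of filter-corrected integrated lipid droplet intensity per well.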
T cell modulator: modulators of CD8 T cell-vesicle binding, primary screen, mouse 2C CD8+ T cells, flow cytometry. 2C CD8+ T cell-vesicle binding; hits give low values. calls only at 7 µM. 330,000 tested, 0.068% active;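 active means response, share of CD8 T cells binding vesicles, and their 90th percentile fluorescence all below set limits, cut at about 80% in these data, passing the limit was not always enough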
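Material: 2C TCR transgenic mouse naive CD8+ T cells, MACS-purified. Also added: QL9-charged Drosophila Ld/ICAM-1/B7-1 vesicles. Timing: binding 1.5 h at 37 °C. Measured by: high-throughput flow cytometry with anti-B7-1 and anti-CD8 staining. Read-out: percent CD8+ FL2 mean versus row control. Controls: Unloaded micro-vesicles (low), QL9 vesicles with 0.7% DMSO (high).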
PhoP inhibition: inhibitors of PhoP regulon expression, primary screen, Salmonella Typhimurium, GFP reporter (AID 1863); S. Typhimurium PhoP-regulated promoter GFP reporter, 4 h; higher % means a stronger effect; inhibition, % at 50 µM; hits with a dose series show IC50 in µM; 300,000 tested, 0.16% active;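 active means inhibition over 29.93%, a cutoff 3 SD above the screen mean, later confirmed by dose response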;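 further: 0% = low Mg2+ inducing control and 100% = high Mg2+ repressing control; strong numbers were not always called active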
Hep lipid drop cells 6.5 µM: recorded beside Hep lipid drop, whose call it bears; cell count; measured here: cell count, cytotoxicity flag;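 cells counted across two imaged fields per well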
T cell modulator vesicle-bound %: also measured in T cell modulator; calls as there; double positive events, %; measured here: CD8+ vesicle-bound cell fraction;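 binding gate set so that unloaded-vesicle control wells show 10% double positive cells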
Starred values were filed as active, the others as inactive; i = inactive.

Under each structure – Hep lipid drop | Hep lipid drop cells 6.5 µM | T cell modulator | T cell modulator vesicle-bound % | PhoP inhibition
(1) CCCN1CCN(CCCNC(=O)Cn2nc(C)n3c(cc4cc(OC)ccc43)c2=O)CC1
 : 5 | 708 | i | 40 | 2%
(2) O=C(O)c1cc2c(=O)c3ccccc3oc2nc1C(F)(F)F
 : 9 | 814 | i | 45 | 21%
(3) CCc1nnc(NC(=O)c2c(-c3ccccc3)noc2C)s1
 : -5 | 830 | i | 28 | 0%
(4) Cc1cc(NCc2ccccc2)c2ccccc2n1
 : -16 | 798 | i | 67 | 7%
(5) COc1ccc(CCNC(=O)C2CCN(S(=O)(=O)c3ccc(SC)cc3)CC2)cc1
 : 1 | 837 | i | 56 | -2%
(6) O=C(CSc1nnc(-c2ccccn2)o1)Nc1ccccc1F
 : 0 | 814 | i | 72 | -6%
(7) O=C(NNS(=O)(=O)c1ccc(F)cc1)c1ccc(O)cc1
 : 0 | 831 | i | 61 | 3%
(8) O=C(C[n+]1cc(Br)cc2ccccc21)c1ccc(F)cc1
 : -10 | 825 | i | 13 | -3%
(9) O=C(Nc1ccccc1C(=O)NCC1CCCO1)c1ccccc1F (stereo not drawn)
 : -3 | 657 | i | 71 | 0%
(10) Cc1cccc(C(=O)N2CCCC(N3CCN(c4ccccc4F)CC3)C2)n1 (stereo not drawn)
 : -1 | 567 | i | 9 | 0%
(11) O=C(CS(=O)CC(=O)Nc1cccnc1)Nc1ccc(F)cc1 (stereo not drawn)
 : -5 | 785 | i | 23 | 10%
(12) CCN(CC)CCNC(=O)c1cn(CC)c2ccc(S(=O)(=O)N3CCc4ccccc4C3)cc2c1=O
 : 19 | 734 | i | 16 | -3%
(13) COc1ccc(S(=O)(=O)Nc2cccc(-n3cnnn3)c2)cc1
 : 17 | 695 | i | 22 | -8%
(14) CCOC(=O)C#CC(CCc1ccccc1)OS(N)(=O)=O (stereo not drawn)
 : -2 | 823 | i | 24 | 6%
(15) COc1ccc(C(=O)NC(=S)N2CCC(C)CC2)cc1Br
 : 0 | 830 | i | 10 | 11%
(16) CC(C(=O)OCC(=O)c1ccc(F)cc1)N1C(=O)C2C3C=CC(C3)C2C1=O (stereo not drawn)
 : 1 | 835 | i | 20 | -6%
(17) Cc1ccccc1N(Cc1cc(=O)[nH]c2ccccc12)C(=O)C(C)C
 : -3 | 849 | i | 45 | 5%
(18) CC(C)(C)C1CCCCC1NC(=O)c1ccncc1 (stereo not drawn)
 : 1 | 832 | i | 56 | -2%
(19) COc1ccc(N2CCN(CC(O)COc3c(OC)cccc3OC)CC2)cc1 (stereo not drawn)
 : 3 | 421 | i | 38 | 10%
(20) Cn1cc(/C=C(\NC(=O)c2ccccc2Cl)C(=O)N2CCOCC2)c2ccccc21
 : -4 | 747 | i | 12 | -8%
(21) COc1cc(OC)c(C(=O)Nc2cccc3ccccc23)cc1OC
 : 2 | 785 | i | 61 | -7%
(22) CCOC(=O)C1(CCOc2ccccc2)CCN(Cc2ccc(OC)c(COC)c2)CC1
 : 0 | 750 | i | 16 | -5%
(23) O=C(CCNC(=O)C1CCN(S(=O)(=O)c2ccc(F)cc2)CC1)NCc1ccc(Cl)cc1
 : -8 | 726 | i | 48 | 1%
(24) OCC1(Cc2ccc(F)cc2F)CCCN(Cc2ccc(Cl)cc2)C1 (stereo not drawn)
 : -15 | 789 | i | 60 | 11%
(25) Cc1ccc(O)c(NC(=S)NC(=O)Cc2ccc(Cl)cc2)c1
 : 7 | 770 | i | 34 | -5%
(26) Cc1cccc(NC(=O)CSCc2cc(=O)n3nc(C4CC4)sc3n2)c1
 : -6 | 705 | i | 26 | -6%
(27) CCN1CCN(C(=O)c2cc(COc3c(C)cccc3C)on2)CC1
 : -7 | 787 | i | 17 | 0%
(28) CCCc1cc(=O)oc2cc(OC(C)C(=O)NCCCn3ccnc3)ccc12 (stereo not drawn)
 : -16 | 745 | i | 25 | -7%
(29) CSc1nnc(NC(=O)c2nc(S(=O)(=O)Cc3ccccc3)ncc2Cl)s1
 : -33 | 746 | i | 9 | -20%
(30) COc1ccccc1N1CCN(C(=O)CCNS(=O)(=O)c2cc(Br)cnc2N)CC1
 : -2 | 700 | i | 49 | 7%
(31) CCCc1nc(SCc2ccc(OCC)cc2)n[nH]1
 : -3 | 805 | i | 50 | -2%
(32) COc1ccccc1C(=O)NCCC(=O)Nc1ncccc1C
 : 26 | 694 | i | 79 | 5%
(33) CCN1N=C(c2ccccc2)CCC1=O
 : 0 | 783 | i | 50 | -2%
(34) CN(CC(=O)N1CCOCC1)S(=O)(=O)c1cc(Cl)ccc1Cl
 : 2 | 807 | i | 20 | 3%
(35) O=C(NCc1cccnc1)C(=O)NCC1OCCCN1S(=O)(=O)c1ccc(F)cc1 (stereo not drawn)
 : -9 | 681 | i | 10 | -7%
(36) CCc1nc(SCC(=O)Nc2ccccc2Cl)n[nH]1
 : -8 | 738 | i | 28 | 0%
(37) COc1ccc(C(C)NC(=O)Nc2ccc(C(C)=O)cc2)cc1OC (stereo not drawn)
 : -2 | 586 | i | 18 | -4%
(38) O=C(Cc1c(F)cccc1Cl)NCc1cccnc1
 : 0 | 804 | i | 35 | 0%
(39) Oc1c(Br)cc(Br)cc1CNn1cnnc1
 : 15 | 856 | i | 37 | -4%
(40) CCOc1ccc(CN(C)C(=O)[C@H](Cc2ccccc2)NC(=O)OCc2ccccc2)cc1OC
 : -10 | 710 | i | 33 | 9%
(41) COc1ccccc1-c1nc(C#N)c(N2CCN(C(=O)c3ccco3)CC2)o1
 : 0 | 831 | i | 16 | -5%
(42) CC(OC(=O)Cn1nnc2ccccc21)C(=O)NC1CCCC1 (stereo not drawn)
 : 4 | 780 | i | 18 | -2%
(43) CCCn1c(=S)[nH]c2cc(C(=O)N(CCO)Cc3ccccc3)ccc2c1=O
 : -4 | 717 | i | 29 | -7%
(44) Cc1cc(Cl)ccc1OCC(=O)NNC(=O)c1cccnc1
 : -8 | 683 | i | 14 | -8%
(45) CCOC(=O)c1ccccc1NC(=O)CSc1ccc(-c2ccccn2)nn1
 : 23 | 736 | i | 68 | -6%
(46) O=C(O)c1cccc(NC(=O)c2cn(-c3ccccc3)nc2-c2ccc(F)cc2)c1
 : 2 | 781 | i | 50 | 0%
(47) COc1ccc(CC(=O)Oc2cc(C)ccc2C)cc1
 : 10 | 781 | i | 61 | 3%
(48) C=CCNC(=O)C1CC(=O)N(c2ccc(OCC(=O)N3CCCC3)cc2)C1 (stereo not drawn)
 : 1 | 783 | i | 27 | -4%
(49) COc1ccc(OC)c(S(=O)(=O)N2CCCC(C(=O)NCc3cccnc3)C2)c1 (stereo not drawn)
 : -13 | 768 | i | 48 | 0%
(50) COc1ccccc1OCCNC(=O)CCNC(=O)c1ccccc1Cl
 : 10 | 856 | i | 51 | 1%

Some of the entries so far, with each value named.
7. O=C(NNS(=O)(=O)c1ccc(F)cc1)c1ccc(O)cc1
  Hep lipid drop: 0
  Hep lipid drop cells 6.5 µM: 831
  T cell modulator: i
  T cell modulator vesicle-bound %: 61
  PhoP inhibition: 3%
8. O=C(C[n+]1cc(Br)cc2ccccc21)c1ccc(F)cc1
  Hep lipid drop: -10
  Hep lipid drop cells 6.5 µM: 825
  T cell modulator: i
  T cell modulator vesicle-bound %: 13
  PhoP inhibition: -3%
9. O=C(Nc1ccccc1C(=O)NCC1CCCO1)c1ccccc1F (stereo not drawn)
  Hep lipid drop: -3
  Hep lipid drop cells 6.5 µM: 657
  T cell modulator: i
  T cell modulator vesicle-bound %: 71
  PhoP inhibition: 0%
10. Cc1cccc(C(=O)N2CCCC(N3CCN(c4ccccc4F)CC3)C2)n1 (stereo not drawn)
  Hep lipid drop: -1
  Hep lipid drop cells 6.5 µM: 567
  T cell modulator: i
  T cell modulator vesicle-bound %: 9
  PhoP inhibition: 0%

(list continues)
Under each structure – Hep lipid drop | Hep lipid drop cells 6.5 µM | T cell modulator | T cell modulator vesicle-bound % | PhoP inhibition
(51) COCC(C)NC(=O)C(C)N1c2cccc3cccc(c23)S1(=O)=O (stereo not drawn)
 : -2 | 820 | i | 35 | -8%
(52) CC(NC(=O)[C@@H](C)NC(=O)[C@@H]1Cc2ccccc2CN1C(=O)OC(C)(C)C)c1ccccc1 (stereo partly drawn)
 : 68* | 711* | i | 12 | 6%
(53) CC(C)c1ccc(/C=C2\SC(=S)N(CCC(=O)NCCCn3ccnc3)C2=O)cc1
 : -81 | 671 | i | 54 | -7%
(54) CCC(C)N(CCNC(=O)c1ccc2c(c1)NC(=O)c1ccccc1S2)C1CCCCC1 (stereo not drawn)
 : -26 | 684 | i | 7 | -1%
(55) O=C1C2CCCCC2C(=O)N1c1nccs1 (stereo not drawn)
 : 11 | 876 | i | 55 | 6%
(56) CCc1c(C)nc2ncnn2c1Nc1ccc(C)cc1
 : -1 | 763 | i | 61 | 0%
(57) O=C(Nc1ccc(C(=O)NCCCN2CCN(c3ccc(F)cc3)CC2)cc1)C1=CSCCO1
 : -14 | 735 | i | 33 | -1%
(58) Cc1cccc(NC(=O)C2CCN(S(=O)(=O)c3c(C)noc3C)CC2)c1
 : 12 | 674 | i | 42 | -5%
(59) CC(=O)NCC(=O)NC1CCCc2c1cnn2-c1ccccc1F (stereo not drawn)
 : -1 | 744 | i | 38 | -1%
(60) O=C1NC2(CCCCC2)C(=O)N1CC(=O)N(Cc1ccccc1)c1ccccc1
 : 20 | 851 | i | 42 | 7%

61. CCOCCCNC(=O)CCc1ccc(-n2cnc3cccnc32)cc1
62. Cc1cc(C)cc(C(=O)Nc2ccncc2)c1
63. COc1ccccc1CNC(=O)C1CCC(CNS(=O)(=O)c2ccc(C)cc2)CC1 (stereo not drawn)
64. O=C(NCCN1CCCCC1)c1ccc(/C=N/O)nc1
65. COc1ccc(CCN(C)C(=O)Cn2c(=O)oc3ccccc32)cc1OC
66. Cc1ccc(CNC(=O)CN(c2ccc(Cl)cc2)S(C)(=O)=O)cc1
67. Cc1ccc(S(=O)(=O)Nc2ccc(O)c(S(=O)(=O)c3ccc(C)cc3)c2)cc1
68. Cc1c(CN2CCN(C)C(CCO)C2)[nH]c2c(Cl)cccc12 (stereo not drawn)

| screen / no. | 61 | 62 | 63 | 64 | 65 | 66 | 67 | 68 |
| --- | --- | --- | --- | --- | --- | --- | --- | --- |
| Hep lipid drop | 0 | 5 | -17 | 10 | -40 | 0 | -3 | 5 |
| Hep lipid drop cells 6.5 µM | 805 | 864 | 706 | 796 | 772 | 771 | 865 | 822 |
| T cell modulator | i | i | i | i | i | i | i | i |
| T cell modulator vesicle-bound % | 37 | 62 | 12 | 41 | 48 | 19 | 61 | 51 |
| PhoP inhibition | 12% | -5% | 5% | 0% | 3% | -6% | 0% | -2% |

69. Cc1ccc(SCc2ccc(C(=O)Nc3nccs3)o2)cc1
70. CC1(C)C2CCC1(CS(=O)(=O)NCc1ccc(S(N)(=O)=O)cc1)C(=O)C2 (stereo not drawn)
71. CCc1nnc(NC(=O)CN2CCN(Cc3ccc(C)cc3)CC2)s1
72. Cc1ccc(C(=O)c2coc3ccc(O)cc23)cc1
73. CC(=O)c1ccccc1NC(=O)CCNC(=O)c1ccco1
74. COc1ccc(C(=O)Nc2cc3c(cc2N2CCOCC2)n(C)c(=O)n3C)cc1OC
75. CC(=O)Nc1ccc(S(=O)(=O)NCC2CCC(C(=O)NCCc3ccccc3)CC2)cc1 (stereo not drawn)
76. O=C(COc1ccccc1)N=C1SC2CS(=O)(=O)CC2N1Cc1ccccc1 (stereo not drawn)
77. CC(C)C[C@H](NC(=O)[C@@H](Cc1ccccc1)n1c(=O)[nH]c2ccccc2c1=O)C(=O)N[C@@H](Cc1ccccc1)C(=O)O
78. Cc1ccccc1N1CCN(C2CCCN(C(=O)c3cn4c(C)cccc4n3)C2)CC1 (stereo not drawn)

| screen / no. | 69 | 70 | 71 | 72 | 73 | 74 | 75 | 76 | 77 | 78 |
| --- | --- | --- | --- | --- | --- | --- | --- | --- | --- | --- |
| Hep lipid drop | -4 | -22 | 9 | 8 | -17 | 4 | 5 | 22 | -5 | -1 |
| Hep lipid drop cells 6.5 µM | 846 | 756 | 766 | 758 | 801 | 656 | 728 | 744 | 750 | 659 |
| T cell modulator | i | i | i | i | i | i | i | i | i | i |
| T cell modulator vesicle-bound % | 57 | 44 | 57 | 40 | 21 | 11 | 8 | 29 | 10 | 22 |
| PhoP inhibition | -5% | 9% | -2% | 9% | 6% | 3% | -3% | 10% | 0% | 7% |

Compounds from the list above containing a tert-butyl group:
18. CC(C)(C)C1CCCCC1NC(=O)c1ccncc1 (stereo not drawn)
52. CC(NC(=O)[C@@H](C)NC(=O)[C@@H]1Cc2ccccc2CN1C(=O)OC(C)(C)C)c1ccccc1 (stereo partly drawn)

| screen / no. | 18 | 52 |
| --- | --- | --- |
| Hep lipid drop | 1 | 68* |
| Hep lipid drop cells 6.5 µM | 832 | 711* |
| T cell modulator | i | i |
| T cell modulator vesicle-bound % | 56 | 12 |
| PhoP inhibition | -2% | 6% |

Only part of the results is shown, so the mix of outcomes need not match the whole.
